GPR55 beta-arrestin: GPR55 agonists via beta-arrestin recruitment, primary screen, imaging, U2OS cells, beta-arrestin-GFP redistribution (AID 1961); activation, % at 10 µM, or EC50 in µM where a hit was titrated; U2OS GPR55 beta-arrestin-GFP redistribution imaging; higher % means a stronger effect; 290,000 compounds, 0.048% hits;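 active = activation above 40% with more than 50 cells counted in the well; inconclusive = wells holding fewer than 50 cells, flagged as toxic or sparse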;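 note: U2OS osteosarcoma cells stably expressing GPR55 and beta-arrestin-GFP; plate controls were DMSO negative control for no effect and LPI positive control for full effect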
Myeloid diff MLP: induction of myeloid progenitor differentiation, primary screen, cell-based, flow cytometry, MLPCN library. AID 624256, 2012. 360,000 compounds, 1% hits. calls only at 10 µM. ER-HoxA9 myeloid progenitors, lysozyme-GFP differentiation;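 active = normalized GFP-positive differentiation at or above the plate's own cutoff, the solvent-only control mean plus 3 SD; inconclusive = no clear call, values can overlap the other calls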;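 note: cells exposed to compound for four days before flow analysis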
NOD2 inhibition: NOD2 signaling inhibitors, cell-based, luminescence, uHTS, HEK293 (AID 1566). HEK293 NOD2/NF-kB luciferase reporter, luminescence; higher % means a stronger effect. inhibition, % at 4 µM; hits with a dose series show EC50 in µM. 290,000 compounds, 0.63% hits; note: many of its hits are not listed in these tables
KOR beta-arrestin-1: KOR agonists, beta-arrestin recruitment, primary screen, cell-based, luminescence, uHTS (AID 1777) | 280,000 compounds, 0.02% hits | KOR beta-arrestin recruitment, luminescence; higher % means a stronger effect | activation, % at 10 µM, or EC50 in µM where a hit was titrated; in the data active = activation above about 50%, passing the limit was not always enough; note: a part of the inactive calls stands beside numbers as strong as those of hits
GPR35 arrestin U2OS: GPR35 antagonists blocking zaprinast-driven arrestin recruitment, primary screen, imaging, U2OS, beta-arrestin-GFP, zaprinast agonist (AID 2058) | inhibition, % at 10 µM; hits with a dose series show IC50 in µM | 290,000 compounds, 0.052% hits | U2OS GPR35 beta-arrestin-GFP translocation imaging, zaprinast antagonism; higher % means a stronger effect | G-protein coupled receptor 35 (Homo sapiens);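 active = inhibition of at least 50% with at least 30 cells and total cytoplasm GFP at most 10,000,000; inconclusive = under 30 cells or total GFP of 10,000,000 plus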
GPR55 LPI antagonism: GPR55 antagonists blocking LPI-driven arrestin recruitment, primary screen, imaging, U2OS, beta-arrestin-GFP, LPI agonist (AID 2013); G-protein coupled receptor 55 (Homo sapiens); U2OS GPR55 beta-arrestin-GFP translocation imaging, LPI antagonism; higher % means a stronger effect; one-dose inhibition, % at 10 µM; IC50 in µM for titrated hits; 290,000 compounds, 0.13% hits;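 active = spots per cell inhibited over 60%, with over 100 cells counted and total cytoplasm intensity under 500,000; inconclusive = wells with under 100 cells, flagged as likely toxic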;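 note: U2OS cells stably carrying GPR55 and arrestin-GFP stimulated by 5 µM LPI near EC80; imaged beta-arrestin-GFP aggregate spots per cell after agonist stimulation; plate controls were LPI-stimulated DMSO wells for no effect and DMSO wells without LPI for full effect; some results filed as inactive read as strong as hits; confirmed hits need IC50 under 10 µM and bright autofluorescent wells are also inconclusive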
HIV peptide binding: inhibitors of HIV fusion peptide binding, primary screen, biochemical, uHTS, fluorescence dequenching (AID 1986) | cell-free peptide binding, fluorescence dequenching, 30 min; higher % means a stronger effect | inhibition, % at 20 µM; hits with a dose series show IC50 in µM | 290,000 compounds, 0.3% hits; in the data active = inhibition mostly above about 52%, no sharp cut-off; inactive = mostly below about 76%; note: some results filed as inactive read as strong as hits
NOD1 inhibition: NOD1 signaling inhibitors, primary screen, cell-based, luminescence, uHTS (AID 1578). NOD1-driven NF-kB luciferase reporter cells, luminescence; higher % means a stronger effect. inhibition, % at 4 µM, or EC50 in µM where a hit was titrated. 290,000 compounds, 1% hits; in the data active = inhibition mostly above about 36%, no sharp cut-off; inactive = mostly below about 34%;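 note: HEK-293T reporter cells stimulated with the NOD1 agonist gamma-tri-DAP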
KOR beta-arrestin-2: KOR antagonists, beta-arrestin recruitment, cell-based, luminescence, uHTS (AID 1778) | KOR beta-arrestin recruitment, luminescence, antagonist mode; higher % means a stronger effect | inhibition, % at 10 µM, or IC50 in µM where a hit was titrated | 290,000 compounds, 0.091% hits; note: strong numbers were not always called active
Myeloid diff MLP GFP+ MAC1+ %: second read-out of Myeloid diff MLP, no call of its own (marks repeat the call); GFP+ MAC1+ double positive, %; measured here: differentiation confirmed by MAC1 staining
An asterisk follows results filed as active; i = inactive; ? = inconclusive; / = no result given; [ ] = another dose, or the depositor's remark. Cut-off read from the data, not from the text of the source, unless noted: active = inhibition above about 50%; inactive = the rest.

SMILES	GPR55 beta-arrestin	Myeloid diff MLP	Myeloid diff MLP GFP+ MAC1+ %	NOD2 inhibition	KOR beta-arrestin-1	GPR35 arrestin U2OS	GPR55 LPI antagonism	HIV peptide binding	NOD1 inhibition	KOR beta-arrestin-2
CC(=O)Oc1ccc(/C=N/NC2=NS(=O)(=O)c3ccccc32)cc1	-0.1%	i	1.4	12%	-5.4%	8%	-6%	0.3%	-3%	11%
CC(C)CCNC(=O)CCCC1=NS(=O)(=O)c2ccccc2N1	0.8%	i	0.1	-15%	0.2%	-2%	0%	-0.2%	-58%	4%
Cc1ccc(-n2c(C(C)C)nc3oc4ccccc4c(=O)c3c2=O)cc1	-0.1%	i	0.2	-127%	0.5%	-1%	13%	0.6%	-6%	0%
COc1ccc(N2CCN(C(=O)c3ccc(Br)cc3)CC2)c([N+](=O)[O-])c1	0.1%	i	0.1	-4%	-7.6%	-10%	2%	-3.3%	-43%	-5%
COc1ccc(N(Cc2cc3cccc(C)c3[nH]c2=O)S(=O)(=O)c2ccc(Cl)cc2)cc1	-0.1%	?	/	24%	-0.6%	1%	-15%	1.5%	-44%	-41%
O=C(CSc1ncnc2c1nnn2Cc1ccccc1)NC1CCCCC1	-0.1%	i	2.8	11%	-0.9%	12%	0%	1.3%	-4%	33%
Cc1cc(Cl)ccc1OCC(=O)NC(=S)Nc1ccccc1N1CCOCC1	0.1%	i	0.7	12%	1.5%	-7%	10%	0.6%	-5%	5%
COc1ccc(CCNC(=O)C2CCN(S(=O)(=O)c3cc(OC)ccc3OC)CC2)cc1	0.2%	/	/	-2%	-3.6%	-10%	8%	-2.0%	-14%	39%
COc1cccc(/C=N/NC(=O)CNC(=O)c2ccco2)c1O	0.2%	i	0.3	7%	0.0%	13%	5%	2.4%	-7%	-27%
CC(C)CCNCC(O)CON=C1c2ccccc2-c2ccccc21 (stereo unspecified)	0.5%	i	0.4	-6%	9.6%	6%	35%	-0.2%	-45%	-94%

Exported with values under each structure: two of the compounds above
Every second line gives: GPR55 beta-arrestin	Myeloid diff MLP	Myeloid diff MLP GFP+ MAC1+ %	NOD2 inhibition	KOR beta-arrestin-1	GPR35 arrestin U2OS	GPR55 LPI antagonism	HIV peptide binding	NOD1 inhibition	KOR beta-arrestin-2
COc1ccc(CCNC(=O)C2CCN(S(=O)(=O)c3cc(OC)ccc3OC)CC2)cc1
    0.2%	/	/	-2%	-3.6%	-10%	8%	-2.0%	-14%	39%
COc1cccc(/C=N/NC(=O)CNC(=O)c2ccco2)c1O
    0.2%	i	0.3	7%	0.0%	13%	5%	2.4%	-7%	-27%

Carrying on:
SMILES	GPR55 beta-arrestin	Myeloid diff MLP	Myeloid diff MLP GFP+ MAC1+ %	NOD2 inhibition	KOR beta-arrestin-1	GPR35 arrestin U2OS	GPR55 LPI antagonism	HIV peptide binding	NOD1 inhibition	KOR beta-arrestin-2
O=[N+]([O-])c1cc(Cl)ccc1-c1nc(-c2ccncc2)no1	-0.1%	i	0.0	-57%	-4.3%	3%	11%	1.1%	-45%	-5%
O=C(CN(Cc1ccc2c(c1)OCO2)C(=O)CNS(=O)(=O)c1ccccc1)NCc1ccco1	0.2%	i	0.8	22%	-7.8%	9%	10%	0.0%	-7%	-7%
COc1ccc(-n2c(SCC#N)nnc2-c2cccnc2)cc1	0.1%	i	0.2	11%	3.6%	-11%	-3%	-1.5%	0%	9%
COc1ccccc1NC(=O)CC(c1ccc(OC(C)C)cc1)c1ccccc1OC (stereo unspecified)	0.0%	i	0.9	-8%	5.4%	-12%	9%	0.6%	18%	5%
CN(CC(=O)Nc1ccccc1Cl)C(=O)CSc1ncc(C(F)(F)F)cc1Cl	-0.2%	i	0.2	-29%	-0.3%	-12%	5%	3.0%	-32%	-5%
O=C(NCCc1nnc2ccc(SCC(=O)N3CCCC3)nn12)c1ccc(F)cc1	-0.1%	i	1.1	1%	2.2%	2%	2%	0.6%	-12%	-11%
Cc1ccc(C)c(SCC(=O)OCC(=O)N2CC(C)OC(C)C2)c1 (stereo unspecified)	-0.2%	i	0.2	3%	-2.4%	-1%	8%	0.2%	-34%	-16%
CCOC(=O)c1c(-c2ccco2)csc1NC(=O)CSc1nnc(N)s1	-0.1%	i	4.6	47%	-0.4%	9%	/	16%	50%	29%
COc1ccc(-c2noc(CN3CCCC(OCc4ccccn4)C3)n2)cc1 (stereo unspecified)	-0.2%	i	0.4	18%	-5.9%	-8%	4%	2.9%	3%	18%
CC1CCCCN1C(=O)CSc1nnc(-c2ccco2)n1CC1CCCO1 (stereo unspecified)	0.3%	i	12	-4%	-0.4%	7%	4%	-1.5%	0%	-21%
CN(C)S(=O)(=O)N1CCc2ccc(NC(=O)c3ccc(C(F)(F)F)cc3)cc2C1	-0.1%	i	0.6	40%	5.2%	-8%	-12%	-1.0%	-4%	-43%[20 µM]
NC(=O)C1CCCN(C(=O)c2ccc3oc(Cc4ccc(Cl)cc4)nc3c2)C1 (stereo unspecified)	-0.1%	i	1.1	4%	0.3%	2%	12%	-1.1%	-29%	-3%
Cc1ccnc(N=Cc2nc(-c3ccccc3Br)oc2O)c1	1.3%	i	0.4	-43%	4.4%	7%	-9%	-0.2%	-27%	-34%
CCc1cccc(CC)c1C(O)c1cccnc1 (stereo unspecified)	-0.3%	i	0.5	-2%	0.8%	0%	14%	-1.9%	35%	-22%
O=C(O)CCSc1nnc(-c2cccnc2)n1-c1ccccc1	0.2%	i	5.7	6%	3.0%	-9%	0%	-1.7%	-1%	10%
O=C(CO/N=C/c1ccc(OC(F)F)cc1)NCc1ccco1	0.5%	i	0.2	11%	-0.8%	-11%	7%	1.9%	-5%	-18%
Cc1nc2c3ccccc3nc(NNC(=O)CCC(=O)N3CCCC(C)C3)n2n1 (stereo unspecified)	-0.2%	i	3.8	10%	0.2%	5%	6%	-1.2%	-19%	21%
O=C1c2ccccc2C(=O)c2c1ccc1c(=O)n(C3CCCCC3)[nH]c21	-0.3%	i	1.2	12%	-0.2%	-16%	-15%	-7.2%	-15%	53%
O=C(CCc1nc(-c2ccccc2)no1)Nc1cccnc1	-0.1%	/	/	-9%	0.5%	10%	0%	-2.3%	24%	-30%
CCN(CC)Cc1c(O)c(Cl)cc2c(C)c(C)c(=O)oc12	0.0%	i	1.8	1%	-11%	-10%	12%	4.5%	-2%	2%
O=C(COC(=O)c1ccc[nH]c1=O)NC1CCCc2ccccc21 (stereo unspecified)	-1.5%	i	0.1	1%	0.6%	3%	12%	-0.2%	-8%	38%
CN(C(=O)COC(=O)c1n[nH]c2ccccc12)c1ccccc1	-0.1%	i	1.1	-13%	-3.5%	-6%	8%	1.2%	-28%	-6%
CCCN(CCC)C(=O)c1ccc2c(c1)OCO2	-0.4%	i	0.9	14%	1.6%	-4%	-8%	-0.3%	-29%	-36%
CCOC(=O)CSc1nc(N(C)C)nc(N(C)C#N)n1	-0.2%	i	0.5	18%	-7.0%	-14%	-2%	-0.9%	-12%	-3%
CSc1nnc(C)c(=O)n1COC(=O)COc1ccc2ccccc2c1	0.1%	i	1.2	16%	-0.2%	0%	6%	3.2%	4%	4%
CCCCCOC(=O)Nc1nnc(CCCCC)s1	-0.2%	i	6.4	15%	3.5%	-14%	4%	2.0%	-5%	-12%
CC1CCC(CN2C(Nc3ccccc3)=NC[C@@H]2C)CC1 (stereo partly specified)	0.2%	i	0.7	1%	-5.0%	4%	5%	0.0%	-10%	-8%[20 µM]
CCOC(=O)c1c(C)oc2c1c(CN1CCN(CCO)CC1)c(O)c1ccccc12	0.1%	i	0.4	20%	-5.4%	-6%	3%	7.1%	-32%	-10%
O=C1Nc2ccccc2C1C(C[N+](=O)[O-])c1ccccc1 (stereo unspecified)	0.4%	i	0.5	-14%	-3.9%	-7%	-5%	0.9%	1%	-18%
CCN(CC)CCCN=C(C)C1=C(O)c2ccccc2C1=O	0.6%	i	0.2	18%	6.7%	6%	6%	-1.5%	4%	2%

Record cards (already shown). Order of values: GPR55 beta-arrestin, Myeloid diff MLP, Myeloid diff MLP GFP+ MAC1+ %, NOD2 inhibition, KOR beta-arrestin-1, GPR35 arrestin U2OS, GPR55 LPI antagonism, HIV peptide binding, NOD1 inhibition, KOR beta-arrestin-2
`O=C(CO/N=C/c1ccc(OC(F)F)cc1)NCc1ccco1` as listed: 0.5%, i, 0.2, 11%, -0.8%, -11%, 7%, 1.9%, -5%, -18%
`CC1CCCCN1C(=O)CSc1nnc(-c2ccco2)n1CC1CCCO1` (stereo unspecified) as listed: 0.3%, i, 12, -4%, -0.4%, 7%, 4%, -1.5%, 0%, -21%
`O=[N+]([O-])c1cc(Cl)ccc1-c1nc(-c2ccncc2)no1` as listed: -0.1%, i, 0.0, -57%, -4.3%, 3%, 11%, 1.1%, -45%, -5%

The list goes on.
SMILES	GPR55 beta-arrestin	Myeloid diff MLP	Myeloid diff MLP GFP+ MAC1+ %	NOD2 inhibition	KOR beta-arrestin-1	GPR35 arrestin U2OS	GPR55 LPI antagonism	HIV peptide binding	NOD1 inhibition	KOR beta-arrestin-2
CCc1c(C(=O)N/N=C/c2ccc(C)o2)csc1C	0.5%	i	1.0	14%	-3.0%	-16%	2%	2.2%	-20%	-4%
COc1ccccc1Oc1ccc(S(=O)(=O)NCc2ccccn2)cc1	-0.1%	i	1.4	24%	-0.2%	10%	14%	2.2%	13%	-10%
CCOc1ccc(C2=Cc3cc(OC)c(OC)cc3C(=C(Cl)Cl)O2)cc1	0.2%	/	/	-1%	2.5%	-8%	-16%	2.1%	10%	-36%
CCCc1ccc(C(=O)NC(=O)c2ccccc2O)cc1	0.3%	i	0.5	-20%	2.8%	-1%	-6%	2.9%	16%	-2%
CC(C)(C)c1cnnn1-c1ccc(/C=N/Nc2ccc([N+](=O)[O-])cc2)cc1	0.3%	i	0.7	17%	-5.5%	-11%	24%	0.3%	-35%	5%
COc1ccc(C/C(N)=N/O)cc1	0.4%	i	1.5	16%	7.6%	22%	9%	-0.6%	-19%	12%
COc1ccc(C2=NS(=O)(=O)N(C)C(C(=O)N3CCCCC3)=C2)cc1	0.5%	i	1.7	20%	-8.0%	2%	3%	-0.5%	-17%	28%[20 µM]
O=C(O)/C=C(\Oc1ccccc1)C1(O)CCCCC1	-0.2%	i	0.4	4%	1.9%	0%	-12%	0.1%	-4%	-5%
COc1ccc(CC(=O)Nc2ccc(S(=O)(=O)N3CCCCC3)cc2)cc1OC	-0.1%	?	/	19%	-6.4%	3%	-2%	-2.1%	38%	55%
CC(C)(C)c1nc(NCCO)c2nnn(Cc3ccccc3)c2n1	-0.3%	i	0.6	13%	-6.3%	7%	5%	0.8%	-18%	-14%[20 µM]

The list is partial; count on the stated rates, not on these rows.
